CSN inh = CSN deneddylation inhibition; Purified CSN, SCF-Nedd8-OG deneddylation, fluorescence polarization; inhibition, % at 12.5 µM; Q92905; hit rate 0.38% among 360,000;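 active = pattern-corrected inhibition above about 35%, with an unprinted fluorescence ratio check between 0.5 and 1.5, limit read from the data, passing the limit was not always enough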;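 note: 0% = enzyme with substrate and 100% = substrate without enzyme; some results filed as inactive read as strong as hits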
Target sequence (Q92905 whole entry, looked up, one chain of several): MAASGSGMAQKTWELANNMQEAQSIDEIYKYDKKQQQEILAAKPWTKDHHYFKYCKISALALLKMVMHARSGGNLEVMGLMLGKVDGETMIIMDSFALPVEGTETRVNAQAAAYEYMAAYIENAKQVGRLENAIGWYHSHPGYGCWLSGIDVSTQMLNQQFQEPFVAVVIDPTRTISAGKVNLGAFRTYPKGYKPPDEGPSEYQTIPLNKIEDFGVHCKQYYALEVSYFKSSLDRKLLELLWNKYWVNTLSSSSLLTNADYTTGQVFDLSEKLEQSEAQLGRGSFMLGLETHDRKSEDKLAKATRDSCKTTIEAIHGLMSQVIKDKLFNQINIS
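Assay system: Purified human Csn5 enzyme expressed in HEK293T cells | Amount: Enzyme 0.24 nM | Measured by: Fluorescence polarization readout | Medium: Tris/NaCl/DTT buffer, pH 7.5 | Compound dosing: One concentration, 12.5 µM, 0.25% DMSO | Times: 90 min incubation of compound, enzyme and substrate at room temperature | Control set: no-enzyme wells high, enzyme-with-substrate wells low | Read-out: % inhibition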
SUMO1 PPI mod = modulators of human SUMO1-mediated protein-protein interactions | P63165 | SUMO1 binding to a labelled peptide, TR-FRET, 1 h | inhibition, % at 20 µM | hit rate 0.33% among 360,000; in the data active = inhibition above about 37%
Tb MetRS inh = blocks T. brucei methionyl-tRNA synthetase activity; inhibition, % at 11.9 µM; purified T. brucei MetRS, ATP depletion, Kinase-Glo luminescence; hit rate 0.4% among 360,000; AID 624268;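 active = inhibition above a per-plate cutoff of the control wells' mean inhibition plus 3 SD, cut at about 5.5% in these data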;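 note: 0% = DMSO wells median and 100% = median of wells with control inhibitor compound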
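Material – parasite MetRS enzyme · Medium – HEPES-MgCl2-KCl buffer plus DTT, spermine, BSA, pyrophosphatase · Reagent – ATP, methionine and E. coli bulk tRNA substrates · Times – 15 min enzyme-compound preincubation, 2 h reaction, 10 min detection, 25 °C · Measured by – luminescence of leftover ATP · Evaluation – percent inhibition relative to median high and low control wells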
LMPTP block = blocks human LMPTP phosphatase; P24666; recombinant LMPTP-A, OMFP fluorogenic substrate, fluorescence intensity; inhibition, % at 20 µM; hit rate 0.22% among 360,000; AID 651560;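 active = compounds that cut the enzyme signal by at least half of the control window in the single-dose screen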;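 note: plate controls were DMSO wells with enzyme plus substrate for no effect and substrate without enzyme for full effect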
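test system = LMPTP-A | amount = 0.625 nM LMPTP-A final | reagent = fluorogenic phosphatase substrate OMFP at 400 µM final | incubation = 50 min at room temperature | benchmarks = no-enzyme low control, uninhibited high control | medium = Bis-Tris pH 6.0, DTT, detergent | signal = fluorescence intensity of OMFP turnover product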
DNMT1 block = blocks human DNA methyltransferase DNMT1; P26358; DNMT1 molecular beacon, Hinp1I cleavage, fluorescence; inhibition (reported as % activation of signal), % at 10 µM; hit rate 0.83% among 360,000; AID 588458; in the data active = inhibition above about 50%
Scp-1 inhibitor = Scp-1 (human) phosphatase inhibition; AID 493091; Recombinant Scp1, phosphopeptide, malachite green phosphate absorbance; inhibition, % at 20 µM; hit rate 0.88% among 340,000;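 active = inhibition above about 50% at 20 µM, limit read from the data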;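 note: plate controls were DMSO wells with enzyme for no effect and wells lacking enzyme for full effect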
Target sequence (Q9GZU7 76-261 limits assumed): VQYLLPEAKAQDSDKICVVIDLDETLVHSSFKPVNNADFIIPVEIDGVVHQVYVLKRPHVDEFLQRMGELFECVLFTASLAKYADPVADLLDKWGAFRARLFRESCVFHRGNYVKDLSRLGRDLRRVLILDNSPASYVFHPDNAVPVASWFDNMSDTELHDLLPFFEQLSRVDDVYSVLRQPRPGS
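Material: truncated SCP-1 phosphatase (76-261aa) / Buffer or medium: 50 mM Tris acetate pH 5.5, 0.005% Tween-20, 10 mM MgCl2 / Compound dosing: one concentration, 20 µM, with 1.0% DMSO / Incubation: 45 min room-temperature reaction, 5 min colour, 30 min stabiliser / Detection: colorimetric free-phosphate detection, absorbance 630 nm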
Rpn11 block = blocks the human proteasome subunit Rpn11. human 26S proteasome, Ub4-pepOG fluorescence polarization; 20S core pre-blocked with epoxomicin. calls only at 20 µM. hit rate 0.59% among 360,000. AID 588493;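 active = inhibition at 20 µM, scaled to each plate's controls, above about 33%, limit read from the data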
PABP1 MLLE inh = inhibitors of microRNA-mediated deadenylation, human PABP1 MLLE binding | GST-MLLE / FITC-PAM2 fluorescence polarization | inhibition, % at 20 µM | hit rate 0.36% among 360,000 | AID 588489; in the data active = inhibition above about 35%, passing the limit was not always enough;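 note: plate controls were DMSO wells with GST-MLLE for no effect and wells lacking GST-MLLE protein for full effect; some results filed as inactive read as strong as hits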
NadD block = blocks S. aureus nicotinate mononucleotide adenylyltransferase; hit rate 0.78% among 360,000; inhibition, % at 20 µM; purified NadD enzyme, colorimetric absorbance read-out; in the data active = inhibition above about 26%; note: some compounds past the cut are filed as inactive
STEP block = blocks human striatal-enriched tyrosine phosphatase; P54829; recombinant STEP, OMFP fluorogenic substrate, fluorescence; inhibition, % at 20 µM; hit rate 0.25% among 360,000; AID 588621;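 active = inhibition at 20 µM, scaled per plate between control wells, above about 37%, limit read from the data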;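 note: 0% = DMSO with enzyme and substrate and 100% = substrate only without enzyme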
Target sequence (P54829 whole entry, looked up): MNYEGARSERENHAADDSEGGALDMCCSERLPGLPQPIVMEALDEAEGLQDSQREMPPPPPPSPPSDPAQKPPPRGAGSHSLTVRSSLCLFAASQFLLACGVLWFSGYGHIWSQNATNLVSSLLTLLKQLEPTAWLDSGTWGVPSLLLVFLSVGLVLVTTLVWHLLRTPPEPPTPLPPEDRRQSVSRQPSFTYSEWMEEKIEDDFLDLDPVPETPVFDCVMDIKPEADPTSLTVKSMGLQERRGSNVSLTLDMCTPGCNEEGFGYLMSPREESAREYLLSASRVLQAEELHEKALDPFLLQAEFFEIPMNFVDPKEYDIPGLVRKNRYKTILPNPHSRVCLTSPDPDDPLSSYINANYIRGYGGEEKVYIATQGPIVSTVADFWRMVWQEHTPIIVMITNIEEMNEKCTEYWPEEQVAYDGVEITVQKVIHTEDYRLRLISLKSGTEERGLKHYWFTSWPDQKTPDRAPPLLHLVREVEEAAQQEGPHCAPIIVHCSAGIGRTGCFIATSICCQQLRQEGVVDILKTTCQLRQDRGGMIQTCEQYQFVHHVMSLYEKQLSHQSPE
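Also added – OMFP at 25 µM · Test system – STEP tyrosine phosphatase · Technique – FITC-channel fluorescence of OMFP product · Schedule – 20 min at room temperature, dark · Evaluation – control-normalized % inhibition with plate pattern correction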
* hit, by the source's call; i = inactive; . = no result given.

The line under a structure holds: CSN inh | SUMO1 PPI mod | Tb MetRS inh | LMPTP block | DNMT1 block | Scp-1 inhibitor | Rpn11 block | PABP1 MLLE inh | NadD block | STEP block
COc1ccc(CNCc2ccccc2[N+](=O)[O-])cc1OC
    -3 | -7 | -1.4 | -1.7 | 7 | 9 | i | -1 | -1 | 1
COC(=O)c1cn(C(=O)c2ccccc2)c2ccccc12
    -2 | 3 | -0.2 | 2.0 | 2 | -12 | i | 18 | 0 | 2
COc1ccc2c(c1)c1nc(SCC(C)C)n(CCO)c(=O)c1n2C
    -2 | 3 | -0.6 | -0.8 | -5 | -7 | i | -14 | 9 | -2
Cc1cc2cc(CNC(=O)c3ccc(S(=O)(=O)N4CCCC4)cc3)ccc2n1C
    0 | -25 | -0.5 | 28 | 10 | -11 | i | 29 | 6 | 3
CN(C)CC/C=C1\c2cc(Cl)ccc2Sc2cc(F)c(F)cc21
    2 | -10 | 2.2 | -0.5 | 7 | -8 | i | 9 | -6 | 0
O=C(NNC(=O)c1ccncc1)Nc1cc(Cl)ccc1Cl
    0 | 6 | -0.1 | -2.7 | -2 | -12 | i | -19 | 0 | 3
CCOc1ccc(N(CC(=O)NC2CCCC2)C(=O)CCC(=O)Nc2nccs2)cc1
    -1 | 3 | 0.2 | 0.5 | 0 | -6 | i | -11 | -11 | 2
N#Cc1ccc(C(C(=O)Nc2ccc3c(c2)OCCO3)n2c(=O)c(-c3ccco3)nc3ccccc32)cc1 (stereo not drawn)
    17 | -12 | 0.1 | 1.7 | . | . | . | . | . | .
COCCCNS(=O)(=O)c1cccc(S(=O)(=O)c2cccc(S(=O)(=O)NCCCOC)c2)c1
    1 | 0 | 2.0 | 0.0 | 3 | 0 | i | -4 | -7 | -1
O=C(NC(=S)Nc1ccc(NC(=O)c2ccco2)cc1)c1ccccc1
    -2 | 0 | -0.1 | 0.8 | 5 | -12 | i | 19 | -9 | 2
N#Cc1c(SCC(=O)N2CCOCC2)nsc1SCC(=O)N1CCOCC1
    -2 | -1 | -0.4 | -0.8 | 5 | 0 | i | 9 | 6 | -7
O=C(Nc1cccc(C(F)(F)F)c1)C1CCN(S(=O)(=O)c2cccnc2)CC1
    -1 | -3 | 0.1 | 0.5 | 0 | -7 | i | -2 | -1 | -2
CCCCOc1ccc(-c2n[nH]c(=S)n2Cc2ccccc2)cc1
    -4 | 0 | 0.6 | 2.1 | 1 | -7 | i | -52 | 1 | 2
CCOC(=O)c1cn(Cc2ccc(C)cc2)nn1
    1 | 2 | -1.5 | -1.7 | 3 | 2 | i | -2 | 1 | 2
CC(Sc1nnnn1C)C(=O)Nc1ccccc1-c1ccccc1 (stereo not drawn)
    4 | -1 | -0.5 | -1.9 | -2 | 0 | i | 5 | -7 | 2
O=C(CNS(=O)(=O)c1ccccc1)N1CCN(C(=O)c2ccco2)CC1
    1 | 2 | -0.3 | -0.8 | 0 | 10 | i | -2 | 1 | -3
Cc1ccccc1N1CCN(C(=S)c2ccc([N+](=O)[O-])cc2)CC1
    -6 | -11 | -0.5 | 2.0 | -6 | -1 | i | 27 | -6 | 5
Cc1nc2sc(C(c3ccccc3)N3CCN(C)CC3)c(O)n2n1 (stereo not drawn)
    -1 | 2 | -1.3 | -2.0 | 1 | -7 | i | -2 | -8 | 2
COc1ccc(Cl)cc1C(=O)N1CCN(c2ccccn2)CC1
    -1 | 0 | 0.0 | -0.1 | 4 | -7 | i | -10 | -2 | 2
COc1cccc(NC(=O)COC(=O)c2ccccc2SCC(=O)N2CCCC2)c1
    -6 | -3 | -0.5 | -0.7 | 0 | -1 | i | -8 | 5 | 2

3 compounds already listed, sorted by SMILES length, highest first.
The line under a structure holds: CSN inh | SUMO1 PPI mod | Tb MetRS inh | LMPTP block | DNMT1 block | Scp-1 inhibitor | Rpn11 block | PABP1 MLLE inh | NadD block | STEP block
COc1cccc(NC(=O)COC(=O)c2ccccc2SCC(=O)N2CCCC2)c1
    -6 | -3 | -0.5 | -0.7 | 0 | -1 | i | -8 | 5 | 2
COc1ccc2c(c1)c1nc(SCC(C)C)n(CCO)c(=O)c1n2C
    -2 | 3 | -0.6 | -0.8 | -5 | -7 | i | -14 | 9 | -2
COC(=O)c1cn(C(=O)c2ccccc2)c2ccccc12
    -2 | 3 | -0.2 | 2.0 | 2 | -12 | i | 18 | 0 | 2

The listing continues.
The line under a structure holds: CSN inh | SUMO1 PPI mod | Tb MetRS inh | LMPTP block | DNMT1 block | Scp-1 inhibitor | Rpn11 block | PABP1 MLLE inh | NadD block | STEP block
Cc1cc(OCCOc2cccc3cccnc23)cc(C)c1Cl
    0 | -1 | -1.2 | 5.3 | -9 | 12 | i | -5 | 5 | 0
Oc1ccc(C[C@H]2CNCCN2CC2(c3ccccc3)CC2)cc1
    0 | 0 | -0.5 | -2.0 | 2 | 15 | i | 8 | -3 | -2
c1ccc(CCn2nnnc2C(c2cccs2)N2CCOCC2)cc1 (stereo not drawn)
    3 | -1 | -0.2 | -0.1 | 0 | -5 | i | 9 | 2 | -7
Cc1cccc(C)c1NC(=O)C1c2cccc[n+]2CC(=O)N1Cc1ccc2c(c1)OCO2 (stereo not drawn)
    -1 | 0 | -1.4 | -1.1 | -9 | 5 | i | -126 | 4 | 2
CC(C)COP(=O)(c1ccc(N(C)C)cc1)C(O)c1ccccc1F (stereo not drawn)
    -3 | 2 | -0.2 | -0.4 | -1 | -11 | i | 3 | 9 | -2
Cc1ccc(C)c(C2=CSC3=NS(=O)(=O)CCN23)c1
    0 | 0 | -0.5 | -0.7 | 1 | -2 | i | -12 | 1 | -3
O=S(=O)(Nc1cccnc1)c1ccc(Br)c2ccccc12
    1 | -6 | -1.4 | -1.0 | 0 | 35 | i | 9 | 7 | -1
Cc1ccc(N=C2NC(=O)CS2)cc1
    7 | -3 | -0.5 | -1.8 | 9 | 2 | i | -22 | -3 | -1
CCC(C)NC(=O)c1cn(-c2cccc(C)n2)cn1 (stereo not drawn)
    2 | 0 | -0.9 | -1.6 | 8 | -2 | i | 11 | 0 | 3
CN1CCN(C(=O)c2ccc3c(=O)n4c(nc3c2)CCCCC4)CC1
    -2 | 1 | -0.8 | 0.5 | 0 | 2 | i | 2 | -5 | -3
CCc1cccc(C)c1NC(=O)COC(=O)C(NS(=O)(=O)c1ccc(Cl)cc1)C(C)O (stereo not drawn)
    4 | 2 | -0.1 | -1.8 | 20 | -13 | i | -11 | -1 | -3
Cc1ccc(-c2cccc(CN3CCN(C4CCN(C(C)C)CC4)C(CCO)C3)c2)o1 (stereo not drawn)
    4 | -4 | -1.0 | 2.3 | -2 | 2 | i | 10 | -4 | 2
c1ccc(CC2CCN(c3nnnn3-c3ccccc3)CC2)cc1
    -3 | -1 | -1.5 | 1.7 | -1 | -14 | i | -5 | 1 | 1
COc1ccc(-n2nc(C(=O)NCC(=O)N3CCC(C)CC3)c3ccccc3c2=O)c(OC)c1
    2 | -12 | -0.1 | 1.1 | -1 | -10 | i | -19 | 6 | 0
O=C(C1=C[C@H](c2ccc(Br)cc2)C[C@H](OCCCCO)O1)N1CCN(Cc2ccccc2)CC1
    0 | -2 | -0.2 | -1.2 | -8 | 7 | i | -3 | -1 | -1
O=S(=O)(Nc1ccc(Cl)cn1)c1ccc(Cl)cc1
    3 | -1 | -0.3 | -0.2 | 2 | -4 | i | -9 | 5 | -3
COc1ccccc1COc1ccc2c(C)c(CCC(=O)O)c(=O)oc2c1C
    -3 | 22 | -0.4 | 3.7 | -1 | 26 | i | -7 | 2 | 2
CC1N/C(=C\C(=O)c2ccccc2)N(O)C1(C)C (stereo not drawn)
    -2 | -1 | 0.1 | -1.6 | -1 | 3 | i | 2 | 4 | -7
COc1ccc(S(=O)(=O)NC(=O)C2(C)CCN2C(=O)CC2CC2)cc1 (stereo not drawn)
    -1 | 3 | -0.4 | 3.5 | -2 | . | i | -6 | 3 | 1
Cc1c(Cl)cnc(NC(=O)COC(=O)C2CCCC2)c1Cl
    -2 | 17 | -0.1 | 0.6 | 23 | 17 | i | -6 | 7 | 4

Continued:
The line under a structure holds: CSN inh | SUMO1 PPI mod | Tb MetRS inh | LMPTP block | DNMT1 block | Scp-1 inhibitor | Rpn11 block | PABP1 MLLE inh | NadD block | STEP block
CC1=C/C(=C(\c2cc(C)c(O)c(Br)c2)c2ccccc2S(=O)(=O)O)C=C(Br)C1=O
    -2 | 8 | -1.2 | 3.4 | -4 | -1 | i | -5 | 10 | 2
CC(C)CNC(=O)c1ccc(C2SCC(=O)N2Cc2ccccc2)cc1 (stereo not drawn)
    6 | -1 | 1.1 | -0.4 | -4 | -7 | i | 9 | -1 | 2
Cn1c(/C=C/N(Cc2ccccc2)c2ccccc2)c([N+](=O)[O-])c(=O)n(C)c1=O
    1 | -13 | -0.3 | 0.5 | 1 | -5 | i | 10 | -1 | 2
O=S(=O)(Nc1ccc(Cl)cn1)c1cnc(Cl)c(Br)c1
    -2 | 12 | 0.5 | -2.3 | 1 | -2 | i | 13 | -4 | -4
COC(=O)c1c(-c2ccc(C)cc2)csc1NC(=O)C1CC=CCC1C(=O)O (stereo not drawn)
    -8 | -2 | -0.2 | 0.1 | 0 | -5 | i | 14 | -1 | -2
COc1cc(CNC2CCCC2)c(Br)cc1OCc1ccccc1
    -1 | -1 | -0.4 | -0.8 | -10 | -3 | i | -9 | -2 | 1
Cc1ccc(S(=O)(=O)N2CCOCC2)cc1C(=O)N1CCN(S(=O)(=O)c2ccccc2F)CC1
    -3 | 4 | -0.5 | -0.1 | -1 | 5 | i | 0 | -5 | 2
COc1cccc2cc(C(=O)N3CCc4ccccc43)c(=O)oc12
    -3 | 0 | -0.6 | -0.9 | -3 | -7 | i | 2 | -5 | 1
COc1cc(OC)cc(C(=O)NNC(=O)CCNS(=O)(=O)c2ccc(C)c(C)c2)c1
    -1 | -4 | -0.4 | -0.6 | 2 | -11 | i | 12 | 3 | -2
COc1ccc2[nH]c(C(=O)O)c(NC(=O)c3cc(OC)c(OC)c(OC)c3)c2c1
    0 | 5 | -0.7 | -2.6 | 1 | -13 | i | 1 | -5 | 1
COc1ccc(C2C(C(N)=O)=C(C)Nc3nc(-c4ccccc4)nn32)cc1OC (stereo not drawn)
    -2 | 4 | 0.1 | -1.2 | 2 | -12 | i | -1 | -2 | 0

From PubChem BioAssay
